LmPK inhibitor = inhibitors of Leishmania mexicana pyruvate kinase. hit rate 0.37% among 290,000. Q27686. Potency, µM (series often up to 57.5 µM), without a hit: at the highest dose activity change, negative = inhibition, usual class: inhibitors. purified LmPK, Kinase-Glo ATP luminescence, 1 h; also: potency is read from the fitted curve at half-maximal effect; % is scaled to controls: 0 for no effect and ±100 for the full control effect
Target sequence (Q27686 whole entry, looked up): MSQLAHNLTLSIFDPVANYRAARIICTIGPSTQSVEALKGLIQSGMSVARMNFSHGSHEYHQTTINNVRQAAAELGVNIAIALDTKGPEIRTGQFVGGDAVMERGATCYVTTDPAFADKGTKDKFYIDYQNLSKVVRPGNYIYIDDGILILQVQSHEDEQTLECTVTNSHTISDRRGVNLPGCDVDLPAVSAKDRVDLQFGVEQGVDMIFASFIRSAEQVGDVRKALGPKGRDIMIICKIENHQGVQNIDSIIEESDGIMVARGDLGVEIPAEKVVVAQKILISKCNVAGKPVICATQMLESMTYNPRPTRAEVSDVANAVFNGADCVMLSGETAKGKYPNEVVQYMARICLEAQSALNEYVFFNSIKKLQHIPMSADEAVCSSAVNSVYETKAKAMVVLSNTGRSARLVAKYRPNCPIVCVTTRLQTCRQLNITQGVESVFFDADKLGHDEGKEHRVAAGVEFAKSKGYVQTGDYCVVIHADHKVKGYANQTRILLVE
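ATP generated from ADP (0.1 mM) and PEP (0.5 mM) by 0.1 nM LmPK over 1 h at room temperature (pH 7.2 imidazole buffer) was detected by coupled luciferase luminescence. Values were normalized to uninhibited and no-enzyme wells.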
TbPYK inhibitor = blocks Trypanosoma brucei pyruvate kinase | hit rate 0.12% among 410,000 | Q57TT1 | Potency, µM (top dose mostly 76.8 µM), inactives show top-dose activity, negative = inhibition, hits mostly inhibitors | TbPYK enzyme, Kinase-Glo Plus ATP luminescence, 45 min; also: potency is read from the fitted curve at half-maximal effect; % is scaled to controls: 0 for no effect and ±100 for the full control effect; nearly all actives have a fitted effect of over 50% in size
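Activity of T. brucei pyruvate kinase was followed by Kinase-Glo Plus luminescence after the enzyme reacted 45 min at room temperature with 130 uM ADP (final) and substrate. Test compounds were added before ADP at multiple concentrations.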
Pf growth 48h = inhibits P. falciparum growth in the first generation, 48 h; P. falciparum luciferase growth in erythrocytes, 48 h; Potency, µM (doses to about 28.7 µM), inactives show at the top dose activity change, negative = inhibition, actives largely listed as inhibitors; hit rate 5.9% among 310,000; also: potency is read from the fitted curve at half-maximal effect; % is scaled to controls: 0 for no effect and ±100 for the full control effect
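Compounds are pin-transferred into medium, infected erythrocytes (2% hematocrit, 0.1% parasitemia final) are added, and plates sit one parasite generation at 37 C in 5% CO2. Detection reagent is then added and luminescence measured.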
Shiga toxin inh = inhibitors of Shiga toxin in Vero cells. Vero cells, Shiga toxin protein synthesis inhibition reporter. inhibition, % at 38.7 µM. hit rate 9.2% among 290,000; in the data active = inhibition mostly above about 28%, no sharp cut-off; inactive = mostly below about 43%; also: 0% is about no effect
Pf growth 96h = P. falciparum growth inhibition at 96 hour, primary screen for plastid delayed-death inhibitors; P. falciparum luciferase reporter growth, 96 h; Potency, µM (series often up to 28.7 µM), without a hit: top-dose activity change, negative = inhibition, actives largely listed as inhibitors; hit rate 6.9% among 320,000; also: potency is read from the fitted curve at half-maximal effect; % is scaled to controls: 0 for no effect and ±100 for the full control effect
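P. falciparum expressing integrated firefly luciferase, in erythrocytes at 2% hematocrit, 0.05% parasitemia, incubated with compounds 96 h at 37 C, 5% CO2. Growth inhibition read as loss of luminescence; two-generation exposure targets delayed-death apicoplast inhibitors.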
Cycloheximide cs = counter-screen hit for Shiga toxin inhibitors, cycloheximide | cell reporter, cycloheximide protein synthesis inhibition counterscreen | max response, % | hit rate 12% among 300,000 | AID 2314; in the data active = max response mostly above about 13%, no sharp cut-off; inactive = mostly below about 14%; also: read at 38.3 µM for the half of the compounds with a filed dose; 0% is about no effect
AmpC inh no detg = inhibitors of E. coli AmpC beta-lactamase without detergent; Potency, µM (top dose mostly 57.1 µM), for the others: at the top dose activity change, negative = inhibition, usual class: inhibitors; hit rate 0.52% among 330,000; AmpC nitrocefin hydrolysis, absorbance 480 nm, 0.0001% Triton;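 also: potency is read from the fitted curve at half-maximal effect; plate controls were no compound for no effect and no enzyme for full effect; nearly all actives have a fitted effect of over 20% in size; some results filed as inactive show a strong effect at the top dose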
Target sequence (P00811 whole entry, looked up): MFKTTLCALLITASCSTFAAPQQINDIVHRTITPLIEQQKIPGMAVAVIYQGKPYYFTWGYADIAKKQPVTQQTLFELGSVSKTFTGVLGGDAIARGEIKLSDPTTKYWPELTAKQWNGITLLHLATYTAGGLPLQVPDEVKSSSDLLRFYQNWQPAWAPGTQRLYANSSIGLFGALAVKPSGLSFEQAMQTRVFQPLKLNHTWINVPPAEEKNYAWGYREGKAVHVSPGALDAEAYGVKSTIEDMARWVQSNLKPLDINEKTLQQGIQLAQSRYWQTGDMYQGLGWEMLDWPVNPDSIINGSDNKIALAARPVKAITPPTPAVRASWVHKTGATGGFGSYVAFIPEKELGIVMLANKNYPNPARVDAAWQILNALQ
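20 mM phosphate pH 7.0 + 0.01% (detergent screen) or 0.0001% Triton X-100; 5.3 nM AmpC reagent; cpd preinc 15 min RT; nitrocefin (800 uM stock) to start; A480 q20 s × 4 min; Activity was normalised to no-enzyme and no-compound control wells.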
* marks the source's active call; other numbers are inactive results; ? = inconclusive; · = not tested or not shown; [ ] = dose if it differs, or a comment. Unless noted, calls follow the shape of the dose curve; as a rule, active = well fitted curve in the direction sought with a large enough effect; inconclusive = small, poorly fitted or top-dose-only effect, or another doubt; inactive = no such curve, though single readings can be large; an effect the other way counts as inactive or inconclusive.

| SMILES | LmPK inhibitor | AmpC inh no detg | Cycloheximide cs | TbPYK inhibitor | Pf growth 96h | Shiga toxin inh | Pf growth 48h |
| --- | --- | --- | --- | --- | --- | --- | --- |
| NNc1ccc(Cl)c(C(=O)O)c1 | 12.3% | -4.9% | 35.5* | -15.0% | 165.2%[activator] | 95.5* | 153.8%[activator] |
| CSC1=NCCN1C(=O)Cc1cccc2ccccc12 | 2.4% | 0.3% | -2.8 | -2.2% | 0.0% | 1.7 | 2.3% |
| CCCCNC(=O)Nc1ccon1 | -7.0% | -6.7% | 11.1 | 4.1% | 16.8% | -17.5 | 8.5% |
| C/C(=N/OC(=O)c1ccc(C)cc1)c1ccc(N2C(=O)C3CCCCC3C2=O)cc1 (centres undefined) | 3.7% | -0.1% | 1.0 | -12.0% | 19.2% | -14.5 | -6.1% |
| COc1ccc(-c2noc(N3CCC(C(=O)NCCCN4CC(C)CC(C)C4)CC3)n2)cc1 (centres undefined) | 4.2% | 130.9%[activator] | 10.4 | 0.0% | ? | 16.0 | ? |
| CCC[N+]1(CC#CCC(c2ccccc2)c2ccccc2)CCCCC1 | -0.3% | 52.5% | -4.4 | -4.1% | ? | -6.1 | -7.3%[0.00184 µM] |
| COC(=O)CCN(C(=O)c1cccc(OC(C)=O)c1)c1ccccn1 | 1.1% | -4.8% | 0.9 | -1.1% | · | 2.1 | 9.8% |
| Cn1c(=O)[nH]c(=O)c2c1nc(N1CCCCC1)n2C/C=N/Nc1ccc(C(=O)O)cc1 | 3.7% | -15.9% | 62.0* | 0.5% | 47.0%[activator] | 45.8 | ? |
| CCOC(=O)N1CCC(NC(=O)c2cc3c(=O)n(C)c4ccccc4c3n2C)CC1 | -2.0% | 39.0% | -2.9 | -4.8% | -20.8% | -10.4 | ? |
| COc1ccc(S(=O)(=O)N(C(C)=O)c2ccc3oc(=O)sc3c2)cc1 | 1.3% | -35.7% | -3.0 | ? | 6.4% | 26.9 | ? |
| CC(C)(C)c1ccc(N2C(=N)SCC2=O)cc1 | -0.6% | -13.7% | 1.0 | 0.4% | 6.8% | -12.8 | -7.3% |
| O=C(CCC(=O)Nc1ccc(F)cc1)N/N=C/c1cccc(Br)c1 | 11.6% | -22.9% | 13.7 | -4.1% | -16.9% | -7.1 | 28.8% |
| COc1ccc(N2CCN(S(=O)(=O)c3ccc4c(c3)OCCO4)CC2)cc1 | -3.8% | 1.2% | 4.8 | -1.5% | 35.3%[activator] | -13.1 | 0.6% |
| COc1ccc2occ(C(=O)c3ccc(N=C(C)N(C)C)cc3)c2c1 | -12.7% | · | 28.3* | 6.0% | 1.1% | 62.0* | 18.8% |
| O=C(N/N=C/c1ccco1)C1(O)c2ccccc2-c2ccccc21 | 1.8% | -11.5% | -2.5 | -3.8% | 47.4%[activator] | -1.0 | 80.0%[activator] |
| COc1ccc(CN(C(=O)COc2ccccc2)c2ccccc2C(=O)O)cc1 | 0.1% | -13.8% | -2.2 | -0.4% | 11.3% | -12.7 | 6.3% |
| CCN(CC)C(=O)c1cc(-c2ccc(Br)cc2)on1 | 0.1% | 13.7% | 46.5* | -6.7% | ? | 89.9* | 179.4%[activator] |
| Cc1cc(-c2nc3ncccc3o2)ccc1NC(=S)NC(=O)C(C)C | -1.4% | -10.7% | -2.6 | 5.9% | 40.1%[activator] | 15.2 | 1.7% |
| CC(=O)Nc1cc(C(F)(F)F)ccc1OCC1CCCO1 (centres undefined) | -0.8% | 1.2% | -4.8 | 7.3% | -13.1% | -16.0 | -11.6% |
| CCOC(=O)N1CCC(N2Cc3cccc(C(=O)N4CC(C)CC(C)C4)c3C2=O)CC1 (centres undefined) | -0.2% | 73.0%[activator] | -3.2 | 13.0% | -1.3% | 10.8 | ? |
| O=C(Nc1ccccc1C(=O)N1CCCC1)C1CCN(c2ncccn2)CC1 | -1.7% | -13.3% | 4.7 | 0.2% | ? | -6.8 | 54.9%[activator] |
| CCn1cnc2cc(NS(=O)(=O)c3ccc(C)cc3)ccc21 | 6.5% | -10.8% | 8.0 | 13.9% | · | 57.9 | ? |
| O=C(Cn1cc[n+](CC(=O)c2ccc(Cl)cc2Cl)c1)c1ccc(Cl)cc1Cl | 0.4% | 37.5% | -2.5 | 4.4% | ? | -3.9 | ? |
| Cc1cc(C(=O)N/N=C2\CCCC(=O)C2)c(C)n1-c1ccccc1 | 10.5% | -6.7% | 16.7* | -3.0% | 45.5%[activator] | 30.3* | 24.8% |
| O=C(c1ccccc1)c1nn(-c2ccccc2)c2nnc(Cc3ccccc3)c(=O)n12 | 7.2% | -10.7% | 1.4 | -9.8% | 10.4µM* | 15.0 | 10.4µM* |
| COC(=O)CCSC(=S)N1CCOCC1 | -2.0% | 9.9% | 4.2 | -1.4% | 9.0% | 12.8 | 6.2% |
| CCN(CC)CCCNC(=S)N(CCCO)Cc1cc2cc3c(cc2[nH]c1=O)OCO3 | 3.0% | -16.9% | -4.7 | 3.9% | 6.8% | · | 17.5% |
| COC(=O)c1ccc(CNC(=O)COc2ccccc2Br)o1 | -2.9% | -5.9% | -1.7 | 4.5% | · | -12.8 | 9.2% |
| Cn1c(-c2ccccc2)nc2cnccc21 | 5.3% | -7.4% | 11.2 | -13.8% | 43.2%[activator] | 11.0 | 28.9% |
| O=C(Cc1ccccc1)Nc1cccc(NC(=O)c2ccccc2)c1 | 2.8% | -37.0% | -0.8 | 1.2% | 127.1%[activator] | -14.6 | 312.3%[activator] |
| CCCN(Cc1ccccc1)C(=S)Nc1cccc(C)c1C | 1.0% | -4.4%[2.29 µM] | 1.0 | -0.9% | ? | -5.8 | 3.6% |
| Cc1ccc(S(=O)(=O)NCC(c2cccnc2)N2CCOCC2)cc1 (centres undefined) | 0.1%[11.5 µM] | 0.2% | -4.1 | 1.2% | -0.9% | -10.6 | 13.9% |
| COc1ccccc1N1CCN(C(=O)C2CCC(CNS(=O)(=O)c3ccc(NC(C)=O)cc3)CC2)CC1 (centres undefined) | -5.1% | 123.4%[activator] | -1.1 | -11.4% | ? | -4.0 | ? |
| Clc1ccc(Cl)c(OCCN2CCOCC2)c1 | 2.9% | -11.1% | 0.1 | -3.5% | -0.2% | -6.1 | 10.6% |
| COc1ccccc1-c1nc(C#N)c(N2CCCCCC2)o1 | 1.2% | 37.7% | 5.5 | -1.1% | ? | 33.5 | · |
| CCN(CC(=O)NCc1ccc(Cl)cc1)C(=O)COc1cccc(C(F)(F)F)c1 | · | 31.1% | · | -2.3% | -19.9% | · | -2.4% |
| Cc1cccc(NS(=O)(=O)c2cccc(C(=O)NCC(c3ccco3)N(C)C)c2)c1 (centres undefined) | · | -22.8% | · | 0.6% | -18.1% | · | ? |
| O=C(Nc1ccc(Cl)cc1)c1cnc(-c2ccccc2)nc1-c1ccccc1 | 3.2% | -26.7% | -1.2 | 0.0% | 39.4%[activator] | 13.8 | 7.8% |
| O=C1NN(c2cccc(Br)c2)C(=O)/C1=C\c1ccccc1 | 3.9% | -50.9% | -3.0 | ? | -7.0% | 1.3 | 33.4%[activator] |
| Cc1cnc(SCCc2ccncc2)nc1C | 5.2% | -7.8% | -1.2 | · | -24.9% | -7.0 | 2.6% |
| O=C(CSc1cccc2cccc(Cl)c12)NCc1cccs1 | 1.7% | -21.3% | 0.6 | -6.1% | -14.6% | 12.4 | -10.7% |
| CCn1nnc(NC(=O)c2ccc(-c3ccccc3[N+](=O)[O-])o2)n1 | -4.4% | -3.6% | 16.9* | -0.2% | 2.5% | 38.1 | -9.8% |
| COc1cc(NC(=O)CSc2nc(=O)n(CCN3CCOCC3)c3c2CCC3)cc(OC)c1 | · | 196.0%[activator] | · | 6.3% | -10.5% | · | 4.4% |
| CC(C)NS(=O)(=O)c1ccc(NC(=O)C(C)OC(=O)CCC(=O)c2cccs2)cc1 (centres undefined) | · | -21.2% | · | -1.7% | -2.0% | · | 3.5% |
| CCOc1ccc(Nc2nc3ccccc3c(=O)s2)cc1 | -3.5% | -3.6% | -3.8 | 6.8% | 32.6%[activator] | 4.0 | -3.0% |
| COc1ccc(/C=C/C(=O)Nc2ccc(N3CCOCC3)cc2)cc1 | -1.9% | -41.9% | 3.3 | 4.1% | 33.6%[activator] | 8.9 | -20.5% |
| CC(C)CCNC(=O)CCc1nnc(COc2ccccc2)o1 | -2.6% | -0.5% | 9.6 | -6.0% | ? | -3.9 | -3.7% |
| CCn1c(C)cc(/C=C2/SC(=O)N(C(C)C(=O)OC)C2=O)c1C (centres undefined) | -0.3% | 43.9% | 48.3* | -6.4% | 111.4%[activator] | 106.3* | 53.4%[activator] |
| Cc1cc(C(=O)NCc2ccco2)c2ccccc2n1 | -3.2% | -17.8% | -1.7 | -1.6% | -1.8% | -4.2 | ? |
| O=C(Cc1nn[nH]n1)c1ccccc1O | 12.6% | -26.6% | -2.3 | -3.8% | 4.4% | 19.3 | 5.4% |

(listing goes on)
| SMILES | LmPK inhibitor | AmpC inh no detg | Cycloheximide cs | TbPYK inhibitor | Pf growth 96h | Shiga toxin inh | Pf growth 48h |
| --- | --- | --- | --- | --- | --- | --- | --- |
| CCOc1cccc(C(=O)Nc2cccc(-c3nnc(-c4ccc(C)cc4)o3)c2)c1 | -0.5% | -15.2% | -0.1 | 1.5% | · | 7.5 | ? |
| Cn1ncc([N+](=O)[O-])c1C(=O)N1CCOCC1 | 1.3% | -29.3% | 2.1 | -0.3% | 30.2%[activator] | -6.5 | -5.2% |
| CC(C)(C)S(=O)(=O)c1cnc(-c2cnccn2)nc1N | 1.8% | 2.4% | 6.6 | 1.4% | -6.6% | 9.3 | 45.7%[activator] |
| CN(Cc1nc(-c2ccccn2)no1)S(=O)(=O)c1ccccc1 | 2.0% | -3.5% | 24.1* | -6.1% | -9.6% | 60.9* | 28.4% |
| COc1ccc(N2CCN(C(=O)C3CCN(S(=O)(=O)c4ccccc4)CC3)CC2)cc1 | 6.1% | 96.8%[activator] | -3.9 | -1.5% | 3.4% | 9.7 | ? |
| COc1ccccc1NC(=O)c1sc2ncn(CC(=O)N3CCC(C)CC3)c(=O)c2c1C | 11.8% | -2.4% | -7.2 | 1.7% | ? | 0.3 | 1.2% |
| CCN(CC(=O)NC(C)C)C(=O)c1ccc(S(=O)(=O)N(C)c2ccccc2OC)cc1 | -0.5% | 26.5% | 1.2 | ? | ? | -20.3 | 4.5% |

Screening results as filed in PubChem.
